HT1080NT lethal: qHTS for induction of synthetic lethality in tumor cells producing 2HG: qHTS for the HT-1080-NT fibrosarcoma cell line; HT-1080-NT fibrosarcoma viability, CellTiter-Glo ATP luminescence, 48 h; Potency, µM (highest dose often 46.1 µM), without a hit: at the top dose activity, negative = less viability, usual class: cytotoxic; 360,000 compounds, 1.6% hits; AID 686970, 2013;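 also: NT is the 2HG producing partner of a matched IDH1 knockdown line; potency is read from the fitted curve at half-maximal effect; 0% = DMSO-treated cells and -100% = media-only wells without cells; nearly all actives have a fitted effect of over 55% in size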
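Fibrosarcoma NT cells, 750 per well in 5% FBS RPMI, were exposed to compound for 48 hours. Viability: CellTiter-Glo luminescence.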
KB-3-1 tox: qHTS assay for MDR1-selective chemotherapeutics: Primary screen using the parental adenocarcinoma cell KB-3-1. KB-3-1 viability, CellTiter-Glo ATP luminescence, 72 h. Potency, µM (series often up to 46.1 µM), for the others: top-dose activity change, negative = cytotoxic, hits mostly cytotoxic. 400,000 compounds, 1.4% hits; also: potency is read from the fitted curve at half-maximal effect; % is scaled to controls: 0 for no effect and ±100 for the full control effect; nearly all actives have a fitted effect of over 60% in size
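Screening of KB-3-1 cells (DMEM, 10% FBS, phenol-red free) ran from lowest to highest compound concentration; after 72 h at 37 °C viability was read luminescently and curves fitted.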
MCF10A rereplic: A quantitative high throughput screen for small molecules that induce DNA re-replication in MCF 10a normal breast cells | MCF 10A DNA re-replication, Hoechst nuclear intensity, 48 h | Potency, µM (doses to about 46.1 µM), for the others: at the top dose activity, positive = re-replication, actives largely listed as activators | 350,000 compounds, 2.9% hits | AID 624296, 2012; also: potency is read from the fitted curve at half-maximal effect; % of control where 0% means no effect; nearly all actives have a fitted effect of over 50% in size
HT1080 IDH1KD tx: qHTS for induction of synthetic lethality in tumor cells producing 2HG: qHTS for the HT-1080-IDH1KD cell line. HT-1080 IDH1 knockdown viability, ATP luminescence, 48 h. Potency, µM (top dose mostly 46.1 µM), for inactives: at the top dose activity, negative = toxicity, actives largely listed as cytotoxic. 360,000 compounds, 2% hits;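 also: potency is read from the fitted curve at half-maximal effect; 0% = DMSO wells and -100% = cell-free medium wells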
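CellTiter-Glo luminescence after 48 h compound exposure at 37 degrees C of IDH1-knockdown HT-1080 cells in 5% FBS RPMI. %Activity scaled between DMSO wells and cell-free media wells, with curves fitted and assigned curve classes.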
IL-1B inflam inh: qHTS for Inhibitors of Inflammasome Signaling: IL-1-beta AlphaLISA Primary Screen | activity change, % at 57.5 µM | 360,000 compounds, 4.7% hits | THP-1 LPS/ATP IL-1B secretion, AlphaLISA, 16 h; hits give low values; in the data active = activity change below about -50%; inconclusive = mostly about -30% to -49%; also: % is scaled to controls: 0 for no effect and ±100 for the full control effect
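THP-1 cells pretreated 1 hr with compounds (up to 57.5 uM final), then stimulated with LPS (250 ng/mL final) plus ATP (1.25 mM final); secreted IL-1B measured by AlphaLISA after 16 hr, decreased signal indicating inhibition.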
ATXN viability: Viability Counterscreen for Primary qHTS for Inhibitors of ATXN expression | S2 cells (HEK-293 line with an ATXN2-luciferase reporter) viability, CellTiter-Fluor protease fluorescence, 24 h | Potency, µM (doses to about 56.7 µM), most hits filed as cytotoxic | 400,000 compounds, 0.49% hits | AID 651635, 2014; also: potency is read from the fitted curve at half-maximal effect; nearly all actives have a fitted effect of over 40% in size
SW480 rerep: A quantitative high throughput screen for small molecules that induce DNA re-replication in SW480 colon adenocarcinoma cells. SW480 DNA re-replication, Hoechst DNA content imaging, 48 h. Potency, µM (series often up to 46.1 µM), without a hit: at the top dose re-replication activation, usual class: activators. 340,000 compounds, 1.8% hits. AID 624297, 2012; also: potency is read from the fitted curve at half-maximal effect; % of control where 0% means no effect; nearly all actives have a fitted effect of over 55% in size
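Cells (250 per well) received 23 nL compound or DMSO by pin tool and were kept 48 hr at 37 C, 5% CO2. Nuclei were then stained with Hoechst for 40 min and scanned for DNA content.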
ATXN2 expr inh: Primary qHTS for Inhibitors of ATXN expression | HEK-293 ATXN2-luciferase reporter, luminescence, 24 h | AID 1745845, 2022 | Potency, µM (top dose mostly 57 µM), without a hit: at the top dose activity change, negative = inhibition, usual class: inhibitors | 360,000 compounds, 0.72% hits; also: potency is read from the fitted curve at half-maximal effect; % is scaled to controls: 0 for no effect and ±100 for the full control effect; nearly all actives have a fitted effect of over 55% in size
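qHTS (up to 57 uM final) was run with 24 h compound exposure of reporter cells at 37 °C. Each well was multiplexed: SteadyGlo luminescence measured ATXN2-luciferase expression after a fluorogenic Gly-Phe-AFC viability readout (25 uM final).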
KB-V1 MDR tox: qHTS assay for MDR1-selective chemotherapeutics: Primary screen using the drug-selected MDR subline cells KB-V1; KB-V1 MDR cells viability, CellTiter-Glo, 72 h; Potency, µM (doses to about 46.1 µM), for the others: at the top dose activity change, negative = cytotoxicity, usual class: cytotoxic; 400,000 compounds, 3.4% hits; also: potency is read from the fitted curve at half-maximal effect; % is scaled to controls: 0 for no effect and ±100 for the full control effect; nearly all actives have a fitted effect of over 60% in size
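Cytotoxicity toward P-gp-expressing KB-V1 cells was determined as loss of CellTiter-Glo luminescence after 72 h at 37 degrees C. Compounds were tested in quantitative HTS format across a concentration range, with curves fitted to normalized data.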
Active calls of the source: *; [ ] = remark or other dose. Unless noted, calls follow the shape of the dose curve; as a rule, active = well fitted curve in the direction sought with a large enough effect; inconclusive = small, poorly fitted or top-dose-only effect, or another doubt; inactive = no such curve, though single readings can be large; an effect the other way counts as inactive or inconclusive.

`CCOC(=O)c1ccc(/C=C2/C=C(c3ccccc3)N(c3ccc(Cl)c(C(=O)O)c3)C2=O)cc1` gave HT1080NT lethal 26µM*, KB-3-1 tox inconclusive, MCF10A rereplic 21µM*, HT1080 IDH1KD tx 9.2µM*, IL-1B inflam inh -84*, ATXN viability inconclusive, SW480 rerep 10%, ATXN2 expr inh 11µM* and KB-V1 MDR tox -11%.
CS(=O)(=O)N(CC(=O)NCc1ccco1)c1cccc([N+](=O)[O-])c1 was read as HT1080NT lethal 0%, KB-3-1 tox 0%, MCF10A rereplic -1%, HT1080 IDH1KD tx -5%, IL-1B inflam inh 25, ATXN viability inactive, SW480 rerep 0% and KB-V1 MDR tox -1%.
CC1CC(C)CN(CC(=O)N2CCc3[nH]c4ccccc4c3C2)C1 (configuration not stated) was read as HT1080NT lethal 0%, KB-3-1 tox 3%, MCF10A rereplic 0%, HT1080 IDH1KD tx 4%, IL-1B inflam inh -6, ATXN viability inactive, SW480 rerep -5%, ATXN2 expr inh 7% and KB-V1 MDR tox 1%.
Screening CCOc1ccccc1OCC(=O)Nc1ccc(S(=O)(=O)Nc2nc(C)cc(C)n2)cc1 returned HT1080NT lethal -19%, KB-3-1 tox 0%, MCF10A rereplic 16%, HT1080 IDH1KD tx -8%, IL-1B inflam inh 23, ATXN viability inactive, SW480 rerep -6%, ATXN2 expr inh -10% and KB-V1 MDR tox 18µM*.
For CC(=O)OCc1cc(-c2nc3ccccc3[nH]c2=O)nn1-c1ccc(Cl)cc1 the results were HT1080NT lethal -1%, KB-3-1 tox 2%, MCF10A rereplic -11%, HT1080 IDH1KD tx -4%, IL-1B inflam inh 3, ATXN viability inactive, SW480 rerep -1% and KB-V1 MDR tox -1%.
Screening CCC1(C(=O)OC)NC(c2ccco2)C2C(=O)N(c3ccc(F)cc3)C(=O)C21 (configuration not stated) returned HT1080NT lethal 7%, KB-3-1 tox -7%, MCF10A rereplic 19%, HT1080 IDH1KD tx -2%, IL-1B inflam inh -4, ATXN viability inactive, SW480 rerep -10% and KB-V1 MDR tox -4%.
Screening Cc1cc(Nc2cccc(Cl)n2)n(-c2ccccc2)n1 returned HT1080NT lethal -1%, KB-3-1 tox -21%, MCF10A rereplic 1%, HT1080 IDH1KD tx -6%, IL-1B inflam inh 45, ATXN viability inactive, SW480 rerep -7%, ATXN2 expr inh -15% and KB-V1 MDR tox inconclusive.
`CCc1ccc(CNC(=O)C2CCCN(c3nn4c(=O)cc(C)nc4s3)C2)cc1` (configuration not stated) gave HT1080NT lethal -8%, KB-3-1 tox 8%, MCF10A rereplic -5%, HT1080 IDH1KD tx -2%, IL-1B inflam inh -7, ATXN viability inactive, SW480 rerep -3%, ATXN2 expr inh 1% and KB-V1 MDR tox 12%.
Cc1c(C(=O)NC(=S)Nc2ccc(NC(=O)c3cccs3)cc2)cccc1[N+](=O)[O-] was read as HT1080NT lethal inconclusive, KB-3-1 tox inconclusive, MCF10A rereplic 0%, HT1080 IDH1KD tx -11%[9.24 µM], IL-1B inflam inh 14, ATXN viability inconclusive, SW480 rerep 0%, ATXN2 expr inh -13% and KB-V1 MDR tox inconclusive.
`COc1cccc(N(C(=O)c2ccn[nH]2)C2(C(=O)Nc3c(C)cccc3C)CCCCC2)c1` gave HT1080NT lethal 5%, KB-3-1 tox 5%, MCF10A rereplic 3%, HT1080 IDH1KD tx -4%, IL-1B inflam inh inconclusive, ATXN viability inactive, SW480 rerep 11%, ATXN2 expr inh -11% and KB-V1 MDR tox inconclusive.
O=C1OC(c2ccccc2)=N/C1=C\C=C\c1ccco1 was read as HT1080NT lethal 10%, KB-3-1 tox -3%, MCF10A rereplic 9%, HT1080 IDH1KD tx 1%, IL-1B inflam inh -15, ATXN viability inactive, SW480 rerep -6%, ATXN2 expr inh -11% and KB-V1 MDR tox 6%.
Cc1c(Cl)cccc1Nc1nc(N)nc(CSCCO)n1 was read as HT1080NT lethal 0%, KB-3-1 tox -2%, MCF10A rereplic -3%, HT1080 IDH1KD tx 0%, IL-1B inflam inh 28, ATXN viability inactive, SW480 rerep -7%, ATXN2 expr inh 5% and KB-V1 MDR tox -3%.

Three entries from above, arranged by molar mass, ascending:
Cc1c(Cl)cccc1Nc1nc(N)nc(CSCCO)n1 was read as HT1080NT lethal 0%, KB-3-1 tox -2%, MCF10A rereplic -3%, HT1080 IDH1KD tx 0%, IL-1B inflam inh 28, ATXN viability inactive, SW480 rerep -7%, ATXN2 expr inh 5% and KB-V1 MDR tox -3%.
`COc1cccc(N(C(=O)c2ccn[nH]2)C2(C(=O)Nc3c(C)cccc3C)CCCCC2)c1` gave HT1080NT lethal 5%, KB-3-1 tox 5%, MCF10A rereplic 3%, HT1080 IDH1KD tx -4%, IL-1B inflam inh inconclusive, ATXN viability inactive, SW480 rerep 11%, ATXN2 expr inh -11% and KB-V1 MDR tox inconclusive.
Screening CCOc1ccccc1OCC(=O)Nc1ccc(S(=O)(=O)Nc2nc(C)cc(C)n2)cc1 returned HT1080NT lethal -19%, KB-3-1 tox 0%, MCF10A rereplic 16%, HT1080 IDH1KD tx -8%, IL-1B inflam inh 23, ATXN viability inactive, SW480 rerep -6%, ATXN2 expr inh -10% and KB-V1 MDR tox 18µM*.

More results follow.
`Cc1ccc(CCNC(=O)C2CC(c3cccc(F)c3)=NO2)cc1` (configuration not stated) gave HT1080NT lethal 12%, KB-3-1 tox 17%, MCF10A rereplic -9%, HT1080 IDH1KD tx 7%, IL-1B inflam inh 3, ATXN viability inactive, SW480 rerep -7%, ATXN2 expr inh 14% and KB-V1 MDR tox 17%.
For O=C(CN1CCOCC1)Nc1ccc(NC(=O)c2ccccc2F)cc1 the results were HT1080NT lethal 24%, KB-3-1 tox inconclusive, MCF10A rereplic -1%, HT1080 IDH1KD tx 5%, IL-1B inflam inh 21, ATXN viability inactive, SW480 rerep -8%, ATXN2 expr inh 10% and KB-V1 MDR tox 9%.
Cc1nnc(NCc2ccco2)s1 was read as HT1080NT lethal 0%, KB-3-1 tox 3%, MCF10A rereplic 3%, HT1080 IDH1KD tx -1%, IL-1B inflam inh -3, ATXN viability inactive, SW480 rerep -2%, ATXN2 expr inh -3% and KB-V1 MDR tox 18%.
Screening N#C/C(=C/c1cn(-c2ccccc2)nc1-c1cccc(OCc2ccc(F)cc2)c1)C(=O)NCCCn1ccnc1 returned HT1080NT lethal 16µM*, KB-3-1 tox inconclusive, MCF10A rereplic 10µM*, HT1080 IDH1KD tx inconclusive, IL-1B inflam inh -68*, ATXN viability inactive, SW480 rerep inconclusive, ATXN2 expr inh inconclusive and KB-V1 MDR tox 16µM*.
`COc1ccc(/C=C/c2nc(-c3ccccc3O)n(-c3ccccc3)n2)cc1OC` gave KB-3-1 tox -7%, ATXN viability inactive, ATXN2 expr inh 5% and KB-V1 MDR tox -8%.
`O=C(CC1C(=O)N(c2ccccc2)C(=O)N1CCC1=CCCCC1)Nc1ccc(F)cc1` (configuration not stated) gave KB-3-1 tox 0%, ATXN viability inconclusive, ATXN2 expr inh -22% and KB-V1 MDR tox -17%.
Screening COCCn1c(SCC(=O)Nc2cc(C)on2)nnc1C(C)C returned HT1080NT lethal 1%, KB-3-1 tox 15%, MCF10A rereplic -10%, HT1080 IDH1KD tx 11%, IL-1B inflam inh 4, ATXN viability inconclusive, SW480 rerep 8%, ATXN2 expr inh -22% and KB-V1 MDR tox -12%.
`COc1ccc2c(c1)NC1(O)c3ccccc3C(=O)C21O` (configuration not stated) gave HT1080NT lethal 0%, KB-3-1 tox -4%, MCF10A rereplic -16%, HT1080 IDH1KD tx -4%, IL-1B inflam inh -5, ATXN viability inactive, SW480 rerep inconclusive, ATXN2 expr inh 10% and KB-V1 MDR tox -7%.
Screening Cc1ccccc1C(=O)O/N=C(\N)c1ccc([N+](=O)[O-])cc1 returned HT1080NT lethal -16%, KB-3-1 tox -3%, MCF10A rereplic 5%, HT1080 IDH1KD tx 0%, IL-1B inflam inh 9, ATXN viability inactive, SW480 rerep 0%, ATXN2 expr inh 40%[activator] and KB-V1 MDR tox inconclusive.
For COc1ccc(/C(=C/Nc2cccc(Br)c2)C(C)=O)cc1OC the results were HT1080NT lethal -1%, KB-3-1 tox -7%, MCF10A rereplic -2%, HT1080 IDH1KD tx 1%, IL-1B inflam inh -84*, ATXN viability inactive, SW480 rerep 0%, ATXN2 expr inh -11% and KB-V1 MDR tox inconclusive.
For COc1cc(OC)cc(-c2nnc(SCC(=O)Nc3ccc(C(=O)O)cc3)s2)c1 the results were HT1080NT lethal 0%, KB-3-1 tox 0%, MCF10A rereplic -2%, HT1080 IDH1KD tx -17%, IL-1B inflam inh -16, ATXN viability inactive, SW480 rerep -15%, ATXN2 expr inh 12% and KB-V1 MDR tox inconclusive.
For CN1CCN(c2ncc3c(n2)CC(c2ccccc2F)CC3=O)CC1 (configuration not stated) the results were HT1080NT lethal 0%, KB-3-1 tox -1%, MCF10A rereplic 14%, HT1080 IDH1KD tx 2%, IL-1B inflam inh 26, ATXN viability inactive, SW480 rerep -18%, ATXN2 expr inh 10% and KB-V1 MDR tox -27%.

Source: PubChem
